hERG WT inh = KCNH2 (human, wildtype) channel inhibition; Q12809; 340,000 compounds, 0.37% hits; activity change, % at 1.84 µM; AID 720551; U2OS, BacMam KCNH2, thallium flux FluxOr; active compounds read low;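 active means maximum activity change below -70%; inconclusive means maximum activity change between -70% and -50%; inactive means maximum activity change above -50%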; further: on the % scale 0 is the no-effect control and ±100 the full control effect
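U2OS cells were transduced with wild-type KCNH2 virus (2.03 x 10^8 / mL) for 4 h at room temperature, then cultured overnight at 37 C. Thallium flux was read with FluxOr dye. Rate constants were normalized to DMSO controls.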
ELG1 DNA repair = inhibitors of ELG1-dependent DNA repair in HEK293T cells; HEK293T ELG1-luciferase reporter, luminescence, 16 h; DNA damage induced by 5-fluorouridine; AID 504467; 330,000 compounds, 2.3% hits; Potency, µM (titrated, usually from 46.1 µM), without a hit: at the highest dose activity change, negative = inhibition, hits mostly inhibitors; further: potency means the concentration at half of the fitted maximal effect; on the % scale 0 is the no-effect control and ±100 the full control effect; nearly all actives have a fitted effect of over 55% in size
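5-Fluorouridine DNA damage + compound/DMSO, 2,000 cells/well, 16 h, 37 °C/5% CO2. ONE-Glo, 30 min RT, luminescence. Readout = decrease in reporter signal.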
Eya2 inh = blocks the phosphatase activity of human Eya2; O00167; recombinant Eya2, OMFP fluorescence dephosphorylation (OMFP is methylfluorescein phosphate); Potency, µM (top dose mostly 76.9 µM), for the others: at the top dose activity, negative = inhibition, hits mostly inhibitors; 330,000 compounds, 0.006% hits; further: potency means the concentration at half of the fitted maximal effect; on the % scale 0 is the no-effect control and ±100 the full control effect
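Eya2 (0.2 uM) preincubated 10 min at ambient with compound, then OMFP substrate added at 50 uM; 10 min reaction in 50 mM HEPES pH 7.5, 50 mM NaCl, 5 uM MgCl2, 0.05% BSA, 1 mM DTT. Fluorescence read at Ex 485/Em 525 nm.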
TRPV1 ag = activates the human vanilloid receptor TRPV1. Q8NER1. TRPV1-expressing cells, Fluo-8 calcium influx, agonist mode. activation, % at 8.33 µM. 320,000 compounds, 0.19% hits; in the data active means activation above about 80%; inconclusive means between about 30% and that limit; further: 0% is about no effect
Target sequence (Q8NER1 whole entry, looked up): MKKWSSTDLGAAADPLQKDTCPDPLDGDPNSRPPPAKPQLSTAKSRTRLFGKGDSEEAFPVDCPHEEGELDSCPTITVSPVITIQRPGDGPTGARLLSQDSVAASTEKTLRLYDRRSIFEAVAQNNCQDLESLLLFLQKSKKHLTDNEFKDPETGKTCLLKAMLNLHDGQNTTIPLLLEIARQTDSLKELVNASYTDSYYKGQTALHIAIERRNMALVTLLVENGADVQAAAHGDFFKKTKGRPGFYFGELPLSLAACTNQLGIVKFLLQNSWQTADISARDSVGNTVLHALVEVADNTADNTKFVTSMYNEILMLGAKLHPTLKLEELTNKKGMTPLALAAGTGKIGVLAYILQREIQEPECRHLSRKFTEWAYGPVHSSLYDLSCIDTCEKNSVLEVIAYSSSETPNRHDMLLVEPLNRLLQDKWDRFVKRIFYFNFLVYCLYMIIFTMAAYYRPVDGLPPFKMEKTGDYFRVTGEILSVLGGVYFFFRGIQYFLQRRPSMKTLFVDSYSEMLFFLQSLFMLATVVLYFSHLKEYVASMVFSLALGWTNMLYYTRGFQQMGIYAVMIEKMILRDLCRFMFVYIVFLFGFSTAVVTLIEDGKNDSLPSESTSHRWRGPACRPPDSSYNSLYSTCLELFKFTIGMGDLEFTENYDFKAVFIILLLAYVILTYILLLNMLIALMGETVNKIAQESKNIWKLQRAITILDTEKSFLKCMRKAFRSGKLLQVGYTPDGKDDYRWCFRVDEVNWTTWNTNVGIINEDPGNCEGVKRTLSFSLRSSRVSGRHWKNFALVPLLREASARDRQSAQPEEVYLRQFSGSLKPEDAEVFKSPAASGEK
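Cells expressing TRPV1 were dye-loaded with Fluo-8 and read kinetically: 10 s baseline, 3 min after compound (agonist portion), then 2 min after EC20 capsaicin (allosteric enhancer portion). Calcium-bound dye fluorescence at 480/520 nm.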
Mito fusion yeast = inhibitors of mitochondrial division or activators of mitochondrial fusion; 320,000 compounds, 0.23% hits; Potency, µM (top dose mostly 46.1 µM), without a hit: at the top dose growth rescue (activation), usual class: activators; S. cerevisiae fusion-defective mutant growth rescue, CellTiterGlo 48 h; AID 485298;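 further: potency means the concentration at half of the fitted maximal effect; % of control where 0% means no effect; nearly all actives have a fitted effect of over 45% in size; temperature-sensitive fusion mutants such as fzo1-1 at 37 °C on non-fermentable ethanol glycerol medium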
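Compounds are tested for their ability to restore growth of mitochondrial fusion-defective yeast strains at non-permissive 37C in YPEG medium over 48 hours. Viability is quantified by luciferase luminescence.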
USP2a inh = USP2a (human) protease inhibition; O75604; Potency, µM (doses to about 38.3 µM), inactives show top-dose activity change, negative = inhibition, actives largely listed as inhibitors; USP2 core, Ub-CHOP2 coupled fluorogenic reporter, 485/531; 330,000 compounds, 0.01% hits;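 further: potency means the concentration at half of the fitted maximal effect; plate controls were DMSO wells for no effect and full inhibition by NEM control for full effect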
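USP2 core (10nM final) preincubated 30min RT with compound in 20mM Tris-HCl pH 8.0, 2mM CaCl2, 2mM beta-mercaptoethanol, 0.05% CHAPS; 25nM Ub-CHOP2 plus 25nM reporter substrate added, fluorescence (Ex485/Em531) read after 60min.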
TSHR antagonist = human thyrotropin receptor antagonism | P16473 | activity change, negative = inhibition, % at 11.5 µM | TSHR-expressing cells, TSH-stimulated cAMP HTRF, 2 h; active compounds read low | AID 504810 | 330,000 compounds, 0.2% hits;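 active means activity change below a set negative limit, meaning inhibition stronger than a set level, cut at about -70% in these data; inconclusive means activity change between two set negative limits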; further: on the % scale 0 is the no-effect control and ±100 the full control effect
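Inhibition of cAMP made by TSHR-expressing cells under TSH stimulation (4nM final, EC80; 2 h, 37 deg C) is quantified with a one-step lysis HTRF kit, anti-cAMP cryptate versus cAMP-d2.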
AT treatment = candidate therapy for ataxia-telangiectasia; […] A-T fibroblasts, KAP-1 phosphorylation AlphaLISA; neocarzinostatin DNA damage 30 min before lysis; Potency, µM (titrated, usually from 57.5 µM), for inactives: top-dose activation, most hits filed as activators; 320,000 compounds, 0.19% hits; further: potency means the concentration at half of the fitted maximal effect; % of control where 0% means no effect; nearly all actives have a fitted effect of over 45% in size
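hTERT-immortalized A-T patient fibroblasts ([…]), 500 cells/well in OPTI-MEM, 1% FBS, got compounds for 60 min, then NCS for 30 min at 37C. Lysates were then assayed for phospho-KAP-1 by AlphaLISA (anti-pKAP1 donor, anti-KAP1 acceptor beads), 6 hr at 25C.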
TCR activator = activates T cell receptor signaling. primary human leukocytes, anti-CD3, IL-2 HTRF, 48 h. AID 504894. Potency, µM (doses to about 9.22 µM), for the others: at the highest dose activation of IL-2 secretion, actives largely listed as activators. 330,000 tested, under 10 active; further: % of control where 0% means no effect
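HTRF read-out of IL-2 secretion: europium cryptate donor excited at 320nm, d2 acceptor emission at 665nm. Cells were primary human leukocytes incubated 48 hr with compounds and a-CD3 beads, supplying TCR signal only.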
KCNH2 3.1 block = KCNH2 3.1 (human) potassium channel inhibition. U2OS KCNH2 3.1, thallium flux FluxOr; active compounds read low. activity change, % (tested at about 1.8 µM). 340,000 compounds, 0.95% hits. AID 720553;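 active means maximum activity change below -70%; inconclusive means maximum activity change from -70% to -50%; inactive means maximum activity change above -50%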;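 further: thallium influx rate constant from kinetic fluorescence after stimulation buffer; on the % scale 0 is the no-effect control and ±100 the full control effect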
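U2OS cells transduced with KCNH2 3.1 mutant virus (1.77 x 10^8 /mL, 4 h), plated overnight at 37 C, loaded 45 min with FluxOr dye plus Red40 quencher. Thallium flux rate constant from kinetic reads after stimulation buffer, normalised to controls.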
The depositor's hits bear a star; ? = inconclusive; nt = no result given; [ ] = another dose, or the depositor's remark. Unless noted, the call rests on the fitted dose curve; in most records, active means well fitted curve in the direction sought with a large enough effect; inconclusive means small, poorly fitted or top-dose-only effect, or another doubt; inactive means no such curve, though single readings can be large; an effect the other way counts as inactive or inconclusive.

Compound | hERG WT inh | ELG1 DNA repair | Eya2 inh | TRPV1 ag | Mito fusion yeast | USP2a inh | TSHR antagonist | AT treatment | TCR activator | KCNH2 3.1 block
CC(C)OC(=O)c1ccc(COC(=O)c2cccc(-c3nnc(-c4ccccc4)o3)c2)cc1 | 4 | ? | -3% | -5 | -4% | 1% | 5 | -1% | -1%[46.1 µM] | 15
CCOC(=O)[C@H]1[C@H]2COc3ccc(OC)cc3[C@@H]2N2C(=O)CN(Cc3ccc(C)cc3)C(=O)[C@@]12C | -8 | -3% | -3% | 4 | 10% | 0% | 2 | 7% | 10% | -10
CCOC(=O)c1ccc(NC(=O)NS(=O)(=O)c2ccc(C)cc2)cc1 | -3 | 15% | 4% | 3 | -12% | 1% | 10 | -3% | -2% | 3
CCC(CC)c1nnc(NC(=O)c2ccc(S(=O)(=O)N3CCc4ccccc4C3)cc2)s1 | -18 | 0% | 6% | -1 | 0% | -1% | -6 | 6% | 2%[46.1 µM] | -1
COc1ccc(CNC(=O)CSc2nnc3c(Cl)cc(C(F)(F)F)cn23)cc1OC | -1 | 12% | 15% | 5 | -2% | -1% | -1 | -2% | 6%[46.1 µM] | 14
CC(C)(C)c1ccc(/C=N/OCC(=O)NCc2ccc(F)cc2)cc1 | -6 | ? | -6% | 92* | -5% | -1% | -12 | 4% | 0%[46.1 µM] | ?
CC1CCCCC12NC(=O)N(CC(=O)OCc1ccc(Br)cc1)C2=O (configuration not stated) | -17 | ? | -21% | -3 | -5% | -6% | 12 | -1% | 14% | 11
COc1ccc(CC(=O)Nc2ccc(S(=O)(=O)N3CCCC3)cc2)cc1OC | -1 | ? | -12% | nt | nt | 4% | -10 | -10% | -6%[46.1 µM] | 32
COc1ccc(C(CNC(=O)c2cccc(S(=O)(=O)Nc3ccccc3OC)c2)N2CCOCC2)cc1 (configuration not stated) | 5 | -15% | 5% | -1 | 6% | 1% | 26 | 36% | -2% | 23
O=C(COC(=O)c1ccc(O)cc1O)NC1CCS(=O)(=O)C1 (configuration not stated) | -14 | -2% | 2% | -2 | -4% | 1% | -1 | -15% | -11% | 4
CC(C)OP(=O)(OC(C)C)C1(O)C(=O)Nc2ccc(Br)cc21 (configuration not stated) | 1 | -16% | -2% | 3 | -1% | 1% | 19 | -2% | -3% | -10
Cn1c(=O)oc2cc(S(=O)(=O)N3CCC(C(=O)NCCc4ccccc4)CC3)ccc21 | -28 | 0% | 8% | 1 | -2% | 2% | 0 | -8% | -4% | -1

Some entries already given, reduced to Eya2 inh:
structure	Eya2 inh
COc1ccc(CNC(=O)CSc2nnc3c(Cl)cc(C(F)(F)F)cn23)cc1OC	15%
Cn1c(=O)oc2cc(S(=O)(=O)N3CCC(C(=O)NCCc4ccccc4)CC3)ccc21	8%
CCC(CC)c1nnc(NC(=O)c2ccc(S(=O)(=O)N3CCc4ccccc4C3)cc2)s1	6%

Arranged by value in TCR activator (ascending): some entries from above
| molecule | Eya2 inh | TRPV1 ag | USP2a inh | TSHR antagonist | TCR activator |
| --- | --- | --- | --- | --- | --- |
| O=C(COC(=O)c1ccc(O)cc1O)NC1CCS(=O)(=O)C1 (configuration not stated) | 2% | -2 | 1% | -1 | -11% |
| Cn1c(=O)oc2cc(S(=O)(=O)N3CCC(C(=O)NCCc4ccccc4)CC3)ccc21 | 8% | 1 | 2% | 0 | -4% |
| CC1CCCCC12NC(=O)N(CC(=O)OCc1ccc(Br)cc1)C2=O (configuration not stated) | -21% | -3 | -6% | 12 | 14% |

The list continues:
Compound | hERG WT inh | ELG1 DNA repair | Eya2 inh | TRPV1 ag | Mito fusion yeast | USP2a inh | TSHR antagonist | AT treatment | TCR activator | KCNH2 3.1 block
COc1ccc(CCN(C)C(=O)CSc2nccn2C)cc1OC | -11 | 0% | -5% | -4 | 1% | 0% | 24 | 10% | 2% | -8
S=C(NCc1ccc2c(c1)OCO2)NCc1ccc2c(c1)OCO2 | -1 | -2% | 7% | ? | -7% | 1% | 19 | -4% | -5%[46.1 µM] | 5
O=C(CC1C(=O)NCCN1C(=O)Nc1ccccc1)Nc1ccc2c(c1)OCCO2 (configuration not stated) | -3 | -15% | 2% | 1 | -7% | 0% | -6 | 8% | -2% | 17
CC(=O)O[C@H]1CC[C@H]2[C@@H]3CCc4cc(O)ccc4[C@H]3CC[C@]12C | 4 | ? | 2% | 6 | 1% | -7% | -44 | ? | -3% | -7
Cc1[nH]c2ccccc2c1C(=O)CN1CCN(c2ccc(Cl)cc2)CC1 | 33 | -13% | 3% | 1 | 4% | 2% | -10 | -2% | -3% | -3
CN1CCN(/N=C/c2ccc(N(c3ccccc3)c3ccccc3)cc2)CC1 | 20 | ? | -5% | 1 | 2% | -1% | -10 | -4% | 2% | -72*
CC(C)c1cccc(C2=CC(=O)C[C@H](c3ccc4c(c3)OCO4)C2)c1 | -7 | 8% | -4% | ? | ? | 3% | 15 | 9% | -3% | -13
CNS(=O)(=O)c1ccc2c(c1)NC(=O)C1CCCN21 (configuration not stated) | -9 | 4% | -7% | 0 | 1% | 1% | -1 | -3% | 4%[46.1 µM] | 4
Cc1ccccc1NC(=O)CCN1CCN(C/C=C/c2ccccc2)CC1 | 24 | ? | 6% | -1 | -1% | 0% | 2 | 7% | -3% | -85*
O=C(COC(=O)CC1CCCC1)Nc1ccc(OC(F)F)cc1 | -24 | 9% | -1% | ? | -1% | 3% | 14 | -4% | 0% | 1
COc1ccc(OC)c(/C=N/NC(=O)CNC(=O)c2cccc3ccccc23)c1 | 0 | 6% | 2% | -8 | 1% | -1% | 1 | -1% | 6% | 8
CCN1CCN(Cc2ccc(OCc3ccccc3)cc2)CC1 | 66 | ? | 13% | 19 | -8% | -2% | 12 | -4% | 4% | 23
Cc1nc2ccc(NC(=O)CCC3CCCC3)cc2s1 | -9 | ? | 1% | -4 | -13% | -1% | 4 | 0% | 0% | 14
S=C(Nc1ccc2nccnc2c1)N1CCOCC1 | 10 | 26% | 5% | -2 | -8% | 0% | 1 | -4% | -8% | -15
O=C(Nc1ccccc1)N1CCCN(Cc2ccccc2F)C1 | -2 | 4% | -1% | 6 | -1% | 2% | -8 | 3% | 4% | -4
COc1ccccc1C(=O)NC1CCN(C(=S)NCCc2ccccc2)CC1 | -3 | ? | 3% | ? | 12% | -2% | -7 | 3%[11.5 µM] | -24% | 28
CCOC(=O)C1=C(C)NC(=O)CC1c1cc2c(cc1[N+](=O)[O-])OCO2 (configuration not stated) | -3 | 9% | 14% | -7 | 9% | 1% | 0 | -1% | 2% | 0
COc1ccc(CC(=O)Nc2ccc(S(=O)(=O)Nc3onc(C)c3C)cc2)cc1OC | 0 | 9% | -9% | -3 | -2% | -1% | 3 | -3% | 4% | -2
C[C@]12CS(=O)(=O)C[C@H]1SC(=S)N2c1ccccc1 | 2 | 0% | 1% | 2 | -4% | -3% | 37 | ? | 1% | 3
CC(=O)N/C(=N/c1nc(C)cc(C)n1)Nc1ccc(C)cc1C | 0 | ? | 9% | ? | -2% | 1% | 1 | 3% | -2% | -13
COc1ccc(-c2csc3nc(C(C)C)oc(=O)c23)cc1OC | 0 | 17% | -5% | 0 | 4% | 1% | -2 | -2% | 1% | -10
CCOc1ccc(C2CC(c3cccc(Cl)c3)n3nc(N)nc3N2)cc1 (configuration not stated) | 4 | 1% | -3% | -3 | -8% | -2% | 6 | 6% | 4%[46.1 µM] | ?
CC1(C)NC(=O)N(CC(=O)N2CCN(c3ccc([N+](=O)[O-])cc3)CC2)C1=O | -5 | -6% | -1% | -3 | -6% | 2% | -3 | -2% | 2% | ?
CCOC(=O)C1C(=O)NC(N2CCOCC2)=NC1c1ccco1 (configuration not stated) | -3 | 6% | -26% | -3 | -9% | 2% | 8 | 2% | -1% | 17
O=C(COc1ccc(F)c(Cl)c1)N1CCCCCCC1 | 8 | 13% | 6% | ? | 7% | 2% | -2 | -1% | 1% | -5
CO/N=C(/CS(=O)Cc1ccccc1Cl)c1ccc(Cl)cc1Cl (configuration not stated) | -10 | -11% | -30% | 11 | 9% | 0% | 10 | 7% | -5% | -5

Source: PubChem

The list is partial; rates above refer to the full screens.
